# Compound activity deposited in PubChem by several laboratories.
# HCV NS3 hel inh: blocks Hepatitis C virus NS3 helicase unwinding; 290,000 tested, 0.56% active; inhibition, % at 10.9 µM; AID 1800; NS3 helicase DNA unwinding, Cy5 molecular beacon fluorescence;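 active means inhibition above the mean of all tested compounds plus 3 SD, set per campaign, cut at about 35% in these data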;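 further: 0% = DMSO wells and 100% = thioflavine S control wells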
#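 Assay system – hepatitis C virus NS3 helicase domain fragment enzyme · Buffer or medium – MOPS pH 6.5, MgCl2, DTT, Tween20, BSA · Reagent – Cy5/quencher beacon DNA duplex and ATP to start · Compound – single 10.9 µM dose · Timing – 1 h at 25 °C · Technique – Cy5 beacon fluorescence read at start and 1 h · Measure – % inhibition of unwinding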
# p-CIP stab down: p/CIP protein destabilization. decrease of EGFP signal, % at 10 µM. F442A p/CIP-EGFP cells, EGFP fluorescence, 16 h. 290,000 tested, 0.01% active. Q05BA5;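 active means EGFP signal decrease of at least 30% at 10 µM or well 3 SD below plate mean, unless failing retest; inactive means the rest, including hits failing retest or dose response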; further: some compounds called inactive have numbers as strong as hits; many of its hits are not listed in these tables
# PHOSPHO1 block: PHOSPHO1 (human) inhibition; recombinant PHOSPHO1, absorbance phosphatase assay; Q8TCT1; inhibition, % at 13.3 µM; 290,000 tested, 1.1% active; in the data active means inhibition above about 60%
# Target sequence (Q8TCT1 whole entry, looked up): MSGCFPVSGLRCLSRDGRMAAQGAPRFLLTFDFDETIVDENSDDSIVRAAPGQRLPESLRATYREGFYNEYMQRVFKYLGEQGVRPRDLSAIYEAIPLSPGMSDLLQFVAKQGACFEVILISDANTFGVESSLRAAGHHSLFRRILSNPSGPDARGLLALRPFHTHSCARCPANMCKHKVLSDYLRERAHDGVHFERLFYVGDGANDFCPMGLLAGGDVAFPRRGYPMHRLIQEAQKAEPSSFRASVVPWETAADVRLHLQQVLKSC
# UBC9 SUMO inh: SUMOylation inhibition. P63279. HTRF SUMOylation assay, SAE1/SAE2 + UBC9, in vitro. inhibition, % at 35 µM. 290,000 tested, 0.36% active; in the data active means inhibition above about 50%, passing the limit was not always enough; further: strong numbers were not always called active
# Target sequence (P63279 whole entry, looked up): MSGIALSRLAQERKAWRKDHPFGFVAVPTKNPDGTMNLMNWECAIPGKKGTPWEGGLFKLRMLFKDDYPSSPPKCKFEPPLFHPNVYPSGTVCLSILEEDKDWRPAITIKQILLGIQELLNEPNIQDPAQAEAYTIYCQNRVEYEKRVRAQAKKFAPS
# VIM-2 inhibitor: inhibitors of Pseudomonas aeruginosa VIM-2 metallo-beta-lactamase; purified VIM-2, nitrocefin hydrolysis, epi-absorbance fluorescence; inhibition, % at 5.6 µM; 290,000 tested, 0.89% active;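 active means inhibition above the mean of all tested compounds plus 3 SD, cutoff set per screening run, cut at about 7.5% in these data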;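 further: red hydrolysis product quenches plate fluorescence so inhibitors raise well fluorescence; 0% = enzyme with DMSO and 100% = DMSO without enzyme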
# DNA FID counter: counter-screen for HCV NS3 helicase inhibitors: DNA intercalator displacement; DNA fluorescent intercalator displacement, fluorescence; inhibition, % at 7.9 µM; 290,000 tested, 0.17% active; in the data active means inhibition above about 37%;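 further: 0% = vehicle and 100% = reference compound; higher means more ethidium bromide displaced from hairpin DNA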
# IDE cell activ: boosts human insulin-degrading enzyme activity in HEK cells. activation, % at 5.96 µM. FAbeta-B cleavage, fluorescence polarization; 0% vehicle, 100% cell-free pure enzyme wells. 340,000 tested, 0.073% active. AID 493087. P14735;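 active means activation above the mean of all tested compounds plus 3 SD, set per screening campaign, cut at about 17% in these data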
# IMP-1 inhibitor: blocks Pseudomonas aeruginosa IMP-1 metallo-beta-lactamase; 290,000 tested, 0.45% active; inhibition, % at 5.6 µM; purified IMP-1, nitrocefin hydrolysis, epi-absorbance fluorescence;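 active means inhibition above the mean plus 3 SD of all compounds in the same screening run, cut at about 4.5% in these data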;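 further: 0% = IMP-1 with DMSO and 100% = DMSO wells lacking enzyme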
#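 System: purified recombinant IMP-1 beta-lactamase. Medium: Zinc- and detergent-supplemented HEPES buffer, pH 7.1. Compound: one 5.6 µM dose […]. Schedule: 15 min preincubation plus 25 min reaction at 25 °C. Technique: Epi-absorbance fluorescence, 480 nm excitation, 530 nm emission.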
# MEKK3 PB1 HTS: modulators (inhibitors or enhancers) of MEK5 binding to human MEKK3 PB1 domain | Q99759 | 290,000 tested, 1.4% active | binding response (% of control), % at 10 µM | bead-based flow cytometry, Alexa488-MEK5 binding to MEKK3; actives lie on both sides; 0 = blocked by unlabeled MEK5, 100 = vehicle;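 active means binding response more than 3 SD above or below the average of its plate-row segment, actives on both sides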;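 further: Alexa488 bead fluorescence after subtracting the streptavidin-only scavenger bead signal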
# Target sequence (Q99759 whole entry, looked up, the tested form may be a part): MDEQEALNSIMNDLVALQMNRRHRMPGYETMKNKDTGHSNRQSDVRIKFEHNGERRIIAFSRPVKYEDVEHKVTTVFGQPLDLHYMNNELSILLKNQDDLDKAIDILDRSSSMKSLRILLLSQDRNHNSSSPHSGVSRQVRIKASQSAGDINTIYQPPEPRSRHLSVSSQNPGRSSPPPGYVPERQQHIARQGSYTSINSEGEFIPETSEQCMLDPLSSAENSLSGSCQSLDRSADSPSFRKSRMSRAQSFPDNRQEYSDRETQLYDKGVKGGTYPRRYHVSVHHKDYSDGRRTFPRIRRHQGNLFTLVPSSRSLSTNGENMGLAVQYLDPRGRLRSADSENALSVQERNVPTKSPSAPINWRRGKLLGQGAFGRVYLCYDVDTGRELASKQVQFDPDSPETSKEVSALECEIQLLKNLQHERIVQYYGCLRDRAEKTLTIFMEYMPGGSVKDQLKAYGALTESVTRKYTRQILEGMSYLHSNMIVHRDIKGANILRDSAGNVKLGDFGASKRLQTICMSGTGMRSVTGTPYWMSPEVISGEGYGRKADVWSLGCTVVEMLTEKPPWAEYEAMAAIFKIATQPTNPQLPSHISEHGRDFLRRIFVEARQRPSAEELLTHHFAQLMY
# Starred values were filed as active, the others as inactive; x = not tested or not shown.
SMILES,HCV NS3 hel inh,p-CIP stab down,PHOSPHO1 block,UBC9 SUMO inh,VIM-2 inhibitor,DNA FID counter,IDE cell activ,IMP-1 inhibitor,MEKK3 PB1 HTS
c1cnc(N2CCN(Cc3c[nH]c4ccccc34)CC2)nc1,1,-9,26,20,-2.5,2,2,-2.2,97
COCC(C)NC(=O)c1ccc(N(C)C)cc1 (stereo unspecified),4,-9,13,24,-2.0,-1,6,-1.5,96
CCN(CC)C(=O)c1sc(NC(=O)c2ccc(Br)o2)c(C(=O)OC)c1C,4,0,0,5,-0.7,-6,3,-3.6,107
COc1ccc(CNC(=O)CCn2c(=O)c3cccn3c3ccc(F)cc32)cc1,-6,0,22,7,-0.5,-31,5,-1.7,96
Nc1nnc(SCC(=O)OCC(=O)NC2CCCCC2)s1,12,-7,40,14,-0.8,-2,6,-2.2,101
CCOCCCNC(=S)Nc1ccc(S(N)(=O)=O)cc1,5,-19,88*,-5,0.1,-1,1,-2.4,102
CCCn1nc(C(=O)N2CCc3ccccc3C2)c2ccccc2c1=O,1,-1,21,10,-2.2,-21,3,-0.2,98
O=C(Nc1ccc(NC(=O)C2CC2)nc1)c1cccc(F)c1,-4,-14,23,21,-0.8,-3,2,-2.5,98
CCOc1ccccc1C(=O)NCCC(=O)O,0,10,24,9,-0.6,-2,5,2.2,86
COc1ccc(NC(=O)Nc2ccc(F)c(F)c2)c(OC)c1,-18,9,14,-8,-2.8,3,1,-2.5,105
Cc1c(C(C)C)c(=O)n(-c2ccc(S(=O)(=O)N3CCOCC3)cc2)n1C,-1,-15,35,14,-2.5,4,3,0.0,89
COc1cc(/C=C(\C#N)C(=O)Nc2ccc(C(=O)O)cc2)ccc1OC(=O)c1cccc(F)c1,47*,3,39,1,1.6,-15,-5,-0.3,103
COc1ccccc1/C=C/C(=O)OC(C)CN1CCOCC1 (stereo unspecified),-3,-8,15,-7,-1.8,-6,6,-4.4,101
O=c1/c(=C\c2cccc(O)c2)sc2nc(-c3ccccc3)c(-c3ccccc3)n12,0,-7,2,-5,-0.7,-11,3,-1.7,84
CCC(=O)Nc1nnc(S(=O)(=O)N(C)Cc2ccco2)s1,5,-8,24,x,-3.9,1,10,-3.5,101
CNCCCOc1ccc(C)cc1OC,0,-5,39,1,-6.5,4,3,-4.0,98
COCc1cc(=O)oc2cc(NC(=O)c3ccc(C(C)(C)C)cc3)ccc12,4,6,-28,24,1.2,-13,3,0.5,100
Cc1ccc(Cl)cc1NC(=S)NCc1cccn1C,5,-2,-12,16,-2.4,-1,5,-2.5,108
COCCOc1cnn(-c2cc(Oc3ccc(C)cc3)ncn2)c(=O)c1Cl,2,-4,1,8,1.1,-16,2,-2.6,96
NNC(=O)c1ccc(O)cc1O,5,11,-4,-4,-2.1,-1,3,-2.3,93
Cc1cccc(COc2ccc(/C=N/NC(=O)c3nnn(-c4nonc4N)c3COc3ccc(F)cc3)cc2)c1,-17,-11,20,35,-1.5,0,2,-1.5,111
Cc1nc2ccc([N+](=O)[O-])cc2c(=O)n1Cc1cccc(F)c1,-19,-16,31,16,-0.3,5,1,-1.6,103
CC(C)CCNC(=O)Cn1cc2c(n1)CCCCC2,4,3,14,0,-1.8,-12,0,-3.2,87
COC(=O)c1ccn(CC(=O)NC2CCCCC2)n1,1,-13,-20,4,-3.6,-2,-2,-1.9,95
Cc1cn(C2CC3OCC3O2)c(=O)[nH]c1=O (stereo unspecified),5,0,-10,4,-1.0,-6,0,-3.9,101

# Single entries from the entries so far.
# UBC9 SUMO inh result of CC(C)CCNC(=O)Cn1cc2c(n1)CCCCC2 stands at 0
# IMP-1 inhibitor result of COc1ccccc1/C=C/C(=O)OC(C)CN1CCOCC1 (stereo unspecified) stands at -4.4

# Back to the main list with the 2 entries that preceded the break.
SMILES,HCV NS3 hel inh,p-CIP stab down,PHOSPHO1 block,UBC9 SUMO inh,VIM-2 inhibitor,DNA FID counter,IDE cell activ,IMP-1 inhibitor,MEKK3 PB1 HTS
COC(=O)c1ccn(CC(=O)NC2CCCCC2)n1,1,-13,-20,4,-3.6,-2,-2,-1.9,95
Cc1cn(C2CC3OCC3O2)c(=O)[nH]c1=O (stereo unspecified),5,0,-10,4,-1.0,-6,0,-3.9,101
CCc1nc2c(sc3nc4c(cc32)COC(C)(C)C4)c(=O)n1CCN(CC)CC,6,8,27,-12,-3.3,-2,2,-1.9,99
O=C(O)c1cc(-c2ccc(/C=N/Nc3ccc(Cl)cc3)o2)ccc1Cl,-3,5,23,15,-0.6,-8,10,-2.9,98
O=C(c1cc(S(=O)(=O)Nc2ccccc2F)c(Cl)cc1Cl)N1CCN(CCO)CC1,-5,-9,-10,1,-0.2,-8,0,1.4,100
COc1ccccc1N1CCN(S(=O)(=O)c2c(C)[nH]c(C)c2C(=O)N2CCCC2)CC1,-10,0,29,4,-3.8,-28,2,-1.6,100
Cc1ccc(C(=O)OCC(=O)NCCN2C(=O)CSC2=O)cc1,-9,4,1,-7,-6.3,-2,2,-1.5,100
N#CCc1ccc(NS(=O)(=O)c2cccs2)cc1,-7,-14,3,3,-2.2,1,1,-3.4,99
CSc1nsc(SC)c1NC(=O)Nc1ccccn1,4,-13,38,-4,-2.1,-8,-6,-0.8,97
CCn1c(CNC(=O)COc2ccc(C(C)C)cc2)nnc1SCC(=O)NC1CCCCC1C (stereo unspecified),2,2,8,18,-1.2,-5,-9,-2.5,105
CC(C)N(CCNC(=O)c1oc(=O)c2ccccc2c1-c1ccccc1)Cc1ccco1,-2,-6,-23,14,-1.5,0,6,-2.5,95
COc1ccc(C2/C=C\CN(C(=O)CC(C)C)CC(=O)N2Cc2ccc(F)cc2)cc1 (stereo unspecified),x,-14,39,8,x,x,2,x,94
CCOC(=O)N1CCN(CCC(=O)c2ccc(OC)cc2)CC1,3,10,18,18,-1.7,3,4,-3.8,107
Cc1sc2nc(CSc3ccccc3)nc(N3CCN(C)CC3)c2c1C,-62,-2,9,13,2.3,20,5,-1.4,89
COc1ccc(/C=C/C(=O)C(C(N)=O)=C2SCCS2)cc1,-14,-9,-6,15,-2.3,1,2,1.4,92
CCOC(=O)CSc1nc2ccccc2n1CC(=O)NC(C)(C)C,5,-6,-2,11,-3.1,0,2,-1.6,95
N#Cc1ccc(COC(=O)CSc2nnc(C3CCCCC3)n2N)cc1,2,-11,33,23,-1.6,-5,4,-1.8,102
C#CCNC(=O)c1cc2sccc2n1C,13,1,8,11,-1.0,-1,-4,-1.3,90
COc1cc(C2C(C#N)=C(N)Oc3n[nH]c(C)c32)cc2c1OCO2 (stereo unspecified),7,-4,-14,28,-2.4,-9,0,-2.8,98
Cc1cc2nnc(SCC(=O)Nc3ccc(Cl)cc3)n2c(N)n1,13,-14,-157,19,-1.2,-6,-3,-1.2,104
CN(C)CCNc1oc(COc2cccc(Cl)c2)nc1C#N,-7,7,-13,2,-2.2,2,2,-3.4,97
Cc1ccc(N2CC(C(=O)Nc3nnc(SCCN4CCOCC4)s3)CC2=O)cc1 (stereo unspecified),3,-14,14,4,-3.1,-35,2,-3.6,108
Cc1c(-c2ccccc2)nnn1-c1ccc(F)cc1F,-12,2,31,4,-0.1,-15,2,-1.2,101
O=C(Cc1ccccc1)Nc1ccccc1N1CCN(c2ccccc2)CC1,8,5,-31,1,-2.8,-1,-2,-0.1,105
Cn1cc(Br)c(C(=O)NC2C3CC4CC(C3)CC2C4)n1 (stereo unspecified),-34,2,-11,-36,-3.8,-17,3,-2.1,106
C/C(=C\c1ccco1)CN1CCC(N2CCC(C(=O)N3CCOCC3)CC2)CC1,-3,3,35,21,0.1,6,6,-0.5,89
O=C(O)c1cc2c(s1)CCCC2,7,-11,-7,-13,-2.6,-5,0,-3.4,107

# Record cards, as listed above. Order of values: HCV NS3 hel inh, p-CIP stab down, PHOSPHO1 block, UBC9 SUMO inh, VIM-2 inhibitor, DNA FID counter, IDE cell activ, IMP-1 inhibitor, MEKK3 PB1 HTS
# O=C(O)c1cc(-c2ccc(/C=N/Nc3ccc(Cl)cc3)o2)ccc1Cl is listed with -3, 5, 23, 15, -0.6, -8, 10, -2.9, 98
# Cc1cc2nnc(SCC(=O)Nc3ccc(Cl)cc3)n2c(N)n1 is listed with 13, -14, -157, 19, -1.2, -6, -3, -1.2, 104

# Additional records follow:
SMILES,HCV NS3 hel inh,p-CIP stab down,PHOSPHO1 block,UBC9 SUMO inh,VIM-2 inhibitor,DNA FID counter,IDE cell activ,IMP-1 inhibitor,MEKK3 PB1 HTS
Cc1cc(=O)n2[nH]c(SCc3ccccc3)nc2n1,5,0,2,2,-0.9,0,11,-2.1,102
COc1cnc(-c2ccccn2)nc1Oc1cccc(Cl)c1,-2,-14,24,9,17*,-13,3,-4.0,99
Cc1ccc(NC(=O)C(C)c2ccc([N+](=O)[O-])cc2)cc1Cl (stereo unspecified),12,-5,-3,-8,1.1,21,0,2.0,87
O=C(CSc1ccsc1[N+](=O)[O-])NC1CCCC1,4,-10,-10,-4,0.1,1,3,-1.5,89
C=CCNC(=O)C1CC(=O)N(c2ccc(OCc3ccccc3Cl)cc2)C1 (stereo unspecified),-2,-13,x,27,-4.5,-30,3,-4.3,104
COC(=O)C1CCN(C(=O)C2CCC(=O)N(CCc3cccc(F)c3)C2)CC1 (stereo unspecified),1,-8,24,1,-1.6,-18,4,0.5,99
Cc1ccccc1NC(=S)N(CCCN1CCOCC1)Cc1ccccn1,-2,12,-32,-9,-2.9,-2,-8,-0.2,99
CCOC(=O)C1(CCOc2ccccc2)CCN(Cc2cccc(OC)c2OC)CC1,-38,-4,51,-4,0.3,29,4,0.4,103
Brc1ccc(-c2csc(NNC3=NCCCCC3)n2)cc1,-27,-2,88*,-23,-3.4,9,-5,-0.9,102
O=C(CCC1CCCN(C(=O)c2ccccc2Cl)C1)N1CCN(c2ccccn2)CC1 (stereo unspecified),7,0,24,16,-4.8,-40,-2,-3.8,101
COc1ccc(CNS(=O)(=O)c2ccccc2Br)cc1,x,5,18,-11,x,x,x,x,88
O=C(CSc1ccc2nnc(CCNC(=O)c3ccccc3)n2n1)NCc1ccccc1,3,-18,-2,0,-3.6,-20,3,-3.4,102
CC1=C(C(=O)OCc2ccccc2)C(c2ccc3ccccc3c2)NC(=O)N1CCCC(=O)O (stereo unspecified),18,2,-2,2,-3.9,-44,2,-4.1,97
CCCOc1ccc2c(CC)cc(=O)oc2c1C,10,-18,2,13,1.4,-13,5,-0.1,117
COc1ccccc1C1CCN(C(=O)c2ccccc2)CC1,-11,0,27,3,-1.0,-31,-3,-0.3,102
COc1ccc(S(=O)(=O)NC(C)C(=O)O)cc1 (stereo unspecified),3,6,-7,5,-1.8,3,-1,-0.9,104
CCOCCCNC(=O)C1CCN(S(=O)(=O)c2cc(Br)cc3c2N(C(=O)CC)CC3)CC1,2,3,40,4,3.6,-46,1,-1.2,102
COc1cc(C(=O)NCc2nnc(SCC(=O)N3CCc4ccccc43)o2)cc(OC)c1OC,-4,-1,18,-8,0.6,-2,3,2.0,x
CC/C(C)=N/NC(=O)c1[nH]c2ccc(C)cc2c1-c1ccccc1,5,12,35,11,-5.3,-12,-1,-5.9,119
O=C(NCCCN=C1NS(=O)(=O)c2ccccc21)c1ccc(S(=O)(=O)N2CCCCC2)cc1,-9,-4,-1,14,-1.3,-17,3,-1.7,97

# A portion of the library; count on the stated rates, not on these rows.
